LMPTP inh: LMPTP (human) inhibition; recombinant LMPTP-A, OMFP fluorogenic substrate, fluorescence intensity; inhibition, % at 20 µM; hit rate 0.22% among 360,000;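 active means compounds that cut the enzyme signal by at least half of the control window in the single-dose screen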;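 further: plate controls were DMSO wells with enzyme plus substrate for no effect and substrate without enzyme for full effect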
Target sequence (P24666 whole entry, looked up): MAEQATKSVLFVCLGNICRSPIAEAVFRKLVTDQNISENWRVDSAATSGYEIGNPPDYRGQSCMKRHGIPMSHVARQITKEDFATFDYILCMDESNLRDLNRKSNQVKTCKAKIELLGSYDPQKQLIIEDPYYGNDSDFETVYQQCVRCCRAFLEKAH
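Assay system: LMPTP-A, protein tyrosine phosphatase of low molecular weight / Medium: pH 6.0 Bis-Tris buffer with DTT and Triton X-100 / Schedule: 50 min enzyme reaction at room temperature, protected from light / Measured by: endpoint fluorescence intensity from OMFP dephosphorylation / Read-out basis: % inhibition relative to no-enzyme and uninhibited control wells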
DNMT1 inh: blocks human DNA methyltransferase DNMT1. P26358. DNMT1 molecular beacon, Hinp1I cleavage, fluorescence. inhibition (reported as % activation of signal), % at 10 µM. hit rate 0.83% among 360,000. AID 588458; in the data active means inhibition above about 50%
MLLE-PAM2 inh: blocks PAM2 peptide binding to the PABP1 MLLE domain | P11940 | GST-MLLE / FITC-PAM2 fluorescence polarization | inhibition, % at 20 µM | hit rate 0.36% among 360,000 | AID 588489; in the data active means inhibition above about 35%, passing the limit was not always enough;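 further: plate controls were DMSO wells with GST-MLLE for no effect and wells lacking GST-MLLE protein for full effect; some results filed as inactive read as strong as hits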
SUMO1 PPI mod: alters human SUMO1 binding to SIM partners. hit rate 0.33% among 360,000. SUMO1 binding to a labelled peptide, TR-FRET, 1 h. AID 602429. inhibition, % at 20 µM. P63165; in the data active means inhibition above about 37%
Target sequence (P63165 whole entry, looked up): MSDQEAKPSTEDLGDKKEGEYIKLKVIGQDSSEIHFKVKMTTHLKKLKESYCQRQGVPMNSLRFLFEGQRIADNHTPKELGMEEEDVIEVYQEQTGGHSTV
Rpn11 block: Rpn11 (human) deubiquitinase inhibition; human 26S proteasome, Ub4-pepOG fluorescence polarization; 20S core pre-blocked with epoxomicin; hit rate 0.59% among 360,000; calls only at 20 µM;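 active means inhibition at 20 µM, scaled to each plate's controls, above about 33%, limit read from the data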
Scp1 inh: Scp-1 (human) phosphatase inhibition; Q9GZU7; hit rate 0.88% among 340,000; AID 493091; Recombinant Scp1, phosphopeptide, malachite green phosphate absorbance; inhibition, % at 20 µM;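 active means inhibition above about 50% at 20 µM, limit read from the data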;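 further: plate controls were DMSO wells with enzyme for no effect and wells lacking enzyme for full effect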
Target sequence (Q9GZU7 76-261 limits assumed): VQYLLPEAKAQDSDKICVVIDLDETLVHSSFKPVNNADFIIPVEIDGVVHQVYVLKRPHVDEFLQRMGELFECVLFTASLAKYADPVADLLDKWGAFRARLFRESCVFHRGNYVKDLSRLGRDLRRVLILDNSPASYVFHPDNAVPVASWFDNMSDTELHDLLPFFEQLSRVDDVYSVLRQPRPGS
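assay system = SCP-1 phosphatase catalytic domain, residues 76-261 | buffer or medium = 50 mM Tris acetate pH 5.5, 0.005% Tween-20, 10 mM MgCl2 | incubation = enzyme reaction 45 min at room temperature, colour 5 min, stabilisation 30 min | signal = Phosphate-binding colour reagent, absorbance read at 630 nm | measure = % inhibition at 20 µM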
NadD block: NadD (S. aureus) enzyme inhibition; AID 602399; hit rate 0.78% among 360,000; purified NadD enzyme, colorimetric absorbance read-out; inhibition, % at 20 µM; in the data active means inhibition above about 26%; further: some compounds past the cut are filed as inactive
TbMetRS inhib: blocks T. brucei methionyl-tRNA synthetase activity. purified T. brucei MetRS, ATP depletion, Kinase-Glo luminescence. inhibition, % at 11.9 µM. hit rate 0.4% among 360,000;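 active means inhibition above a per-plate cutoff of the control wells' mean inhibition plus 3 SD, cut at about 5.5% in these data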;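 further: 0% = DMSO wells median and 100% = median of wells with control inhibitor compound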
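Dosing: 11.9 µM single point; system: parasite MetRS enzyme; technique: luminescence of leftover ATP; times: 15 min enzyme-compound preincubation, 2 h reaction, 10 min detection, 25 °C; replicates: each compound tested once; read-out basis: percent inhibition relative to median high and low control wells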
STEP inh: blocks human striatal-enriched tyrosine phosphatase | P54829 | recombinant STEP, OMFP fluorogenic substrate, fluorescence | inhibition, % at 20 µM | hit rate 0.25% among 360,000 | AID 588621;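 active means inhibition at 20 µM, scaled per plate between control wells, above about 37%, limit read from the data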;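 further: 0% = DMSO with enzyme and substrate and 100% = substrate only without enzyme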
Target sequence (P54829 whole entry, looked up): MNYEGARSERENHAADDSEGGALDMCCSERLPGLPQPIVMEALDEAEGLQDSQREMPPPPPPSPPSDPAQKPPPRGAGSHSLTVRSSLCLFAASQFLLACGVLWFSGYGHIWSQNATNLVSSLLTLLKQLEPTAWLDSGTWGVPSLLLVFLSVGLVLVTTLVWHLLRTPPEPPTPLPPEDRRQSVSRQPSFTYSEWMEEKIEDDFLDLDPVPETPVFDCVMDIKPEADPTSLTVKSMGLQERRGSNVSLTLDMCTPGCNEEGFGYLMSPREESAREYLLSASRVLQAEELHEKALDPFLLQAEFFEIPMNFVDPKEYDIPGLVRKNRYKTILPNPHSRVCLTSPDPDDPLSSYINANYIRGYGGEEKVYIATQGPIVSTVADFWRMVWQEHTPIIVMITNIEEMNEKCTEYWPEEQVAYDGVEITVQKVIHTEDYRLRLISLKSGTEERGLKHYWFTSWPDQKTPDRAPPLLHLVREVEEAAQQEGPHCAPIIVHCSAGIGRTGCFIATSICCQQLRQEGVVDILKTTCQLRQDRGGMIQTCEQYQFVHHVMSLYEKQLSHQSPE
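System: STEP phosphatase, cell-free reaction; Buffer or medium: Bis-Tris pH 6.0 buffer with DTT, detergent; Incubation: 20 min at room temperature, dark; Measured by: fluorescence, 480/540 nm.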
CSN deneddyl inh: blocks human CSN-mediated cullin deneddylation; inhibition, % at 12.5 µM; Q92905; Purified CSN, SCF-Nedd8-OG deneddylation, fluorescence polarization; hit rate 0.38% among 360,000;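 active means pattern-corrected inhibition above about 35%, with an unprinted fluorescence ratio check between 0.5 and 1.5, limit read from the data, passing the limit was not always enough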;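 further: 0% = enzyme with substrate and 100% = substrate without enzyme; some results filed as inactive read as strong as hits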
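Test system: purified human Csn5 enzyme expressed in HEK293T cells. Amount: 0.24 nM enzyme. Reagent: SCFSkp2-Nedd8OG substrate at 10 nM final. Schedule: 90 min incubation of compound, enzyme and substrate at room temperature. Detection: fluorescence polarization. Read-out: % inhibition of substrate cleavage by Csn5.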
* marks the source's active call; other numbers are inactive results; i = inactive; . = no result given; & = joins results of further samples. Rows were taken by chance, and some 3.6% of all compounds hit somewhere here.

SMILES	LMPTP inh	DNMT1 inh	MLLE-PAM2 inh	SUMO1 PPI mod	Rpn11 block	Scp1 inh	NadD block	TbMetRS inhib	STEP inh	CSN deneddyl inh
CC1=CC(C)(C)n2c(O)c(C3=NC(=S)NC3=O)c3cc(OC(=O)c4cccc5ccccc45)cc1c32	2.1	-6	5	-2	i	6	55*	-0.2	5	0
Cc1cccc(S(=O)(=O)NCCC(=O)OC(C)C(=O)NC(=O)NC2CCCCC2)c1 (centres undefined)	-1.0	-2	8	-2	i	-13	0	-1.8	2	-5
COc1ccc(C)cc1NS(=O)(=O)c1cn(C)nc1C	0.8	1	4	2	i	1	1	-0.6	-1	3
CC1(C(=O)NCc2ccc(Cl)cc2)CCN1C(=O)c1cccc(F)c1 (centres undefined)	-0.8	1	-1	-3	i	.	-4	-0.2	-2	3
COCc1cc(=O)[nH]c(N2CCN(c3ccccc3OC)CC2)n1	-0.8	4	-3	1	i	-3	2	-1.0	2	-1
COc1ccc(-c2ccc(CN3C(CC(C)C)C(=O)N(Cc4cn(CC5CCCCC5)nn4)CCS3(=O)=O)cc2)cc1 (centres undefined)	6.4	-12	-3	2	i	.	6	-0.7	0	-3
O=C(CCS(=O)(=O)c1ccccc1)NC1CCCC1	0.6	1	0	2	i	-4	2	-0.3	0	1
Nc1n[nH]c2cccc(Cl)c12	-1.2	3	8	6	i	-5	-4	-0.9	-1	3
CC1CC(C)CN(S(=O)(=O)c2ccc(C(=O)OCC(=O)Nc3ccccc3)cc2)C1 (centres undefined)	-1.1	12	-10	-2	i	.	-3	-0.3	-1	3
COC(=O)NNC(=S)Nc1ccc(Br)cc1	1.2	-1	-23	0	i	-1	2	-0.5	0	-4
COc1ccccc1CC(=O)Nc1ccc(-c2noc(COc3ccc(Cl)c(C)c3)n2)cc1	5.1	16	3	-6	i	-6	1	0.0	2	-2
c1ccc2c(c1)sc1nnnn12	-2.0	6	-5	0	i	-8	-1	0.1	-3	-5
CCOc1ccc(Cl)cc1-c1cc(C(=O)NC2CCCCC2)[nH]n1	1.5	74*	-18	10	i	.	-1	-0.3	0	5
O=S(=O)(c1ccc2c(c1)OCCO2)C1CCC(S(=O)(=O)c2c(F)cccc2F)CC1 (centres undefined)	-0.1	1	4	0	i	-14	-4	0.5	-2	2
Cc1ccc(S(=O)(=O)CCNC(=O)Cc2ccccc2)cc1	-0.6	-1	10	-2	i	-3	-1	-1.2	-2	7
COc1ccc(CNC(=O)CC2C(=O)NCCN2CC(C)(C)C)c(OC)c1 (centres undefined)	-2.3	-6	-2	-1	i	-2	7	-0.1	2	3
Cc1cc(O)c(N=Cc2cc3c(cc2[N+](=O)[O-])OCO3)cc1C	1.5	-7	24	-34	i	-8	5	0.3	6	2
CC(=O)Nc1ccc(S(=O)(=O)N2CCC(C(=O)c3ccc(F)cc3)CC2)cc1	0.7	-2	-14	-4	i	-3	2	-0.1	0	-2
CC(=O)c1ccc(N2CCN(C(=O)c3cn(Cc4ccccc4)nc3-c3cccnc3)CC2)c(F)c1	0.2	-2	-12	2	i	-5	9	-0.1	2	-3
Cc1cc(C(=O)NC2CCCCC2)c(C)n1-c1ccc(F)cc1	-0.6	-1	-7	1	i	-8	2	-0.1	2	-3
Cc1c(C(=O)OCC(=O)N(C)Cc2ccccc2)oc2ccccc12	1.0	-3	-2	3	i	-7	-7	-0.3	0	2
CCNC(=O)C1(C)CCCN(Cc2ccccc2-c2ccccc2)C1 (centres undefined)	-3.0	5	14	1	i	.	4	-0.3	-1	-1
COc1ccccc1/C=C\C(=O)NCC(=O)N/N=C/c1ccc(O)cc1O	1.8	-3	7	-5	i	-12	-1	-0.2	1	-2
COc1cc(Cl)c(C)cc1NC(=O)CSc1ccc(C)cc1	3.5	-1	-3	-3	i	-13	1	0.3	0	-2
O=C(Nc1ccccc1N1CCOCC1)c1ccc(Cl)c(S(=O)(=O)N2CCCC2)c1	0.8	-2	0	-6	i	-8	-6	-0.4	-2	0

(further entries)
SMILES	LMPTP inh	DNMT1 inh	MLLE-PAM2 inh	SUMO1 PPI mod	Rpn11 block	Scp1 inh	NadD block	TbMetRS inhib	STEP inh	CSN deneddyl inh
O=C(/C=C/c1ccccc1)c1ccc2c3c(cccc13)CC2	3.1	19	7	-9	i	-8	1	-1.3	0	6
CC(NC(=O)COC(=O)c1cc(S(=O)(=O)N2CCOCC2)ccc1F)c1ccccc1 (centres undefined)	-1.4	-2	-1	9	i	-15	-2	-0.2	-5	0
CCOc1ccc(C2N(c3ccc(OC)cc3)C(=O)C3CCCN32)cc1OC (centres undefined)	-0.1	0	9	3	i	-4	2	-0.2	0	-4
Cc1ccc(NS(=O)(=O)c2cccc(C(=O)NNC(=O)c3ccco3)c2)c(C)c1	0.1	0	1	4	i	4	0	-0.2	-1	1
O=C(NCc1ccc(F)cc1)C(=O)NCC1OCCCN1S(=O)(=O)c1cccs1 (centres undefined)	-0.8	-8	-8	7	i	0	0	-0.7	2	-3
Cc1onc(-c2c(F)cccc2Cl)c1C(=O)Nc1cccc(S(=O)(=O)NCc2ccco2)c1	0.5	-2	-17	0	i	-6	7	-0.3	-3	6
CNC[C@H]1Oc2ccc(NC(=O)Cc3cn(C)c4ccccc34)cc2CC(=O)N([C@@H](C)CO)C[C@H]1C	0.7	-7	-43	0	i	20	0	0.0	2	8
CC(C)c1ccc(OCC(O)CN2CCN(c3ccccc3)CC2)cc1 (centres undefined)	-0.3&0.7	2&-2	3&-1	7&1	i	-7&0	-6&-5	-0.3&-1.3	2&-3	-1&2
Nc1c(-c2cccc(Cl)c2)cnc2c(-c3ccccc3)cnn12	-0.4	6	3	4	i	-2	6	-0.6	-1	2
O=c1c2ccccc2nnn1CSc1nnc(C2COc3ccccc3O2)n1-c1ccccc1 (centres undefined)	1.0	-1	-48	-6	i	-8	-2	0.3	2	6
O=C(NC1CCCCCC1)c1cccc(COCC(F)(F)F)c1	-0.5	-1	3	2	i	-4	-7	-1.5	0	1
CC1(C)SC(=S)N(/N=C/c2ccccc2)C1N(O)C(=O)Nc1ccc([N+](=O)[O-])cc1 (centres undefined)	3.5	-5	-9	-3	i	-2	9	0.7	-3	-1
Cc1ccccc1NC(=O)Cn1c([N+](=O)[O-])cnc1C	-0.3	6	1	-5	i	-8	-5	0.4	-3	0
CCOc1[nH]n(-c2ccc(Cl)cc2)c(=O)c1C=NCC(=O)OC	-0.1	0	0	2	i	-8	3	-0.4	-4	-1
CN1/C(=C\C(=O)Nc2ccc(Br)cc2)C(C)(C)c2ccccc21	3.5	-16	18	2	i	-2	2	-1.1	1	-3
O=C(NCCc1c[nH]c2ccccc12)C(=O)NCC1CCCO1 (centres undefined)	-0.4	2	6	2	i	-6	2	-0.7	0	2
O=C(c1ccccc1C(F)(F)F)N1CCN(S(=O)(=O)c2ccccc2)CC1	-1.4	2	12	-1	i	14	4	0.2	-1	2
CN(C)CCCN1c2ccc([N+](=O)[O-])cc2CCc2cc([N+](=O)[O-])ccc21	1.7	-4	-17	-49	i	-2	-4	0.0	1	2
CCCOC(=O)CSc1nnc(-c2ccccc2Cl)o1	-0.5	2	1	-2	i	-3	-2	-1.1	3	-3
CN(c1ccccc1)S(=O)(=O)c1ccc(Cl)c(C(=O)NCC(c2ccco2)N2CCCC2)c1 (centres undefined)	0.4	-3	7	1	i	0	-4	-0.3	-3	-3
c1ccc(CCc2nn3c(Cc4ccccc4)nnc3s2)cc1	3.5	1	30	-1	i	5	-1	-0.8	5	2
CSCCC(NS(=O)(=O)c1ccccc1F)C(=O)N1CC=C(c2ccccc2)CC1 (centres undefined)	0.4	-1	-10	2	i	-5	2	0.0	0	7
COC(=O)C(CC(C)C)NC(=O)/C=C/c1ccccc1Cl (centres undefined)	0.6	5	-6	-1	i	0	2	-1.2	-1	-4
O=C(c1ccc(N2CCN(C(=O)c3ccccc3)CC2)cc1)c1cccc(F)c1	2.8	-4	1	-15	i	-10	1	0.1	2	5
COCCCNC(=O)c1ccccc1C(F)(F)F	-2.0	8	3	-3	i	-7	-4	2.6	-1	2

5 compounds already listed, ordered by their value in LMPTP inh, lowest first.
SMILES	LMPTP inh	DNMT1 inh	MLLE-PAM2 inh	SUMO1 PPI mod	Rpn11 block	Scp1 inh	NadD block	TbMetRS inhib	STEP inh	CSN deneddyl inh
CC(NC(=O)COC(=O)c1cc(S(=O)(=O)N2CCOCC2)ccc1F)c1ccccc1 (centres undefined)	-1.4	-2	-1	9	i	-15	-2	-0.2	-5	0
Cc1ccc(NS(=O)(=O)c2cccc(C(=O)NNC(=O)c3ccco3)c2)c(C)c1	0.1	0	1	4	i	4	0	-0.2	-1	1
CNC[C@H]1Oc2ccc(NC(=O)Cc3cn(C)c4ccccc34)cc2CC(=O)N([C@@H](C)CO)C[C@H]1C	0.7	-7	-43	0	i	20	0	0.0	2	8
O=C(c1ccc(N2CCN(C(=O)c3ccccc3)CC2)cc1)c1cccc(F)c1	2.8	-4	1	-15	i	-10	1	0.1	2	5
CC1(C)SC(=S)N(/N=C/c2ccccc2)C1N(O)C(=O)Nc1ccc([N+](=O)[O-])cc1 (centres undefined)	3.5	-5	-9	-3	i	-2	9	0.7	-3	-1

(further entries)
SMILES	LMPTP inh	DNMT1 inh	MLLE-PAM2 inh	SUMO1 PPI mod	Rpn11 block	Scp1 inh	NadD block	TbMetRS inhib	STEP inh	CSN deneddyl inh
CC(C)(C)C(=O)/C=C/Nc1ccccc1O	0.1	-5	3	-13	i	-4	1	-0.3	1	1
CCCCNS(=O)(=O)CCNCCc1ccccc1	-1.2	4	5	13	i	7	2	0.1	0	4
COC(=O)c1cc(=O)nc2sc3cc(OC)ccc3n12	-0.3	1	23	-5	i	-8	-6	-0.1	-3	-3
Cc1ccc(NC(=O)C(C)c2cccc(C(=O)c3ccccc3)c2)cc1 (centres undefined)	0.8	5	-3	-4	i	-15	-3	68*	-1	0
CC(C)C(NC(=O)c1ccccc1F)C(=O)NCc1ccc(F)cc1 (centres undefined)	-0.5	-1	-44	4	i	-7	3	0.1	-1	2
O=C(CCNC(=O)c1ccc(Br)cc1)NNC(=O)c1ccccc1	0.4	-1	8	4	i	3	0	0.2	0	-1
CC(C)NC(=O)C1(C)CCCN1Cc1csc2ccccc12 (centres undefined)	-0.1	-3	4	1	i	.	7	-0.3	0	0
CC1(C)CC(/C=C/c2ccccc2)=Nc2ccccc2N1	0.8	0	-15	-1	i	-4	-4	-0.8	-2	-4
